Source: PubChem BioAssay
NSD2 HMT inh – blocks human histone methyltransferase NSD2; NSD2 peptide methylation, AlphaScreen, 120 min; inhibition, % at 12.5 µM; 310,000 compounds, 0.54% hits; AID 743445; in the data active means inhibition above about 50%
PvdQ inh – P. aeruginosa PvdQ acylase inhibition | purified PvdQ acylase, fluorescence plate reader | inhibition, % at 10 µM | 340,000 compounds, 0.063% hits | AID 488965; in the data active means inhibition above about 30%, passing the limit was not always enough; inconclusive means no clear call, values can overlap the other calls;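 further: 0% = vehicle neutral wells and 100% = reference inhibitor wells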
PfHsp90 set2 – reduces growth (ATP signal) of yeast expressing P. falciparum Hsp90 | S. cerevisiae expressing PfHsp90, BacTiter-Glo ATP, 48 h; yeast lacking PDR1 and PDR3 efflux regulators | inhibition, % at 9.4 µM | 310,000 compounds, 0.32% hits | AID 504621;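 active means every replicate shows inhibition above about 80%, whatever the replicate mean, limit read from the data; inconclusive means mean inhibition reaches the set limit but some replicate falls short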;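 further: 0% = DMSO neutral controls and 100% = 20 µM radicicol positive controls; yeast relying on Plasmodium falciparum Hsp90 in place of its own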
Keap1 Nrf2 FP – Keap1-Nrf2 (human) interaction inhibition; 340,000 compounds, 0.15% hits; AID 504523; inhibition, % at 9.4 µM; Keap1 Kelch-Nrf2 peptide fluorescence polarization, 1536-well; in the data active means inhibition above about 12%; inconclusive means no clear call, values can overlap the other calls; inactive means below about 7.3%;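 further: human Keap1 Kelch domain with fluorescein labeled Nrf2 9mer peptide probe; 0% = neutral control wells and 100% = peptide positive control; higher means more block of Keap1 binding to Nrf2 peptide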
CDK5 inh – inhibitors of human CDK5/p35 kinase. Q00535+Q15078. Recombinant CDK5/p35, ADP-Glo luminescence, 60 min. inhibition, % at 10 µM. 330,000 compounds, 0.01% hits;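 active means highest replicate inhibition of at least 50% and at least 75% of replicates reaching 50%; inconclusive means only one of the two criteria met; inactive means both criteria failed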;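 further: plate controls were DMSO neutral control for no effect and GW8510 at 10 µM for full effect; many of its hits are not listed in these tables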
Target sequence (Q00535 whole entry, looked up): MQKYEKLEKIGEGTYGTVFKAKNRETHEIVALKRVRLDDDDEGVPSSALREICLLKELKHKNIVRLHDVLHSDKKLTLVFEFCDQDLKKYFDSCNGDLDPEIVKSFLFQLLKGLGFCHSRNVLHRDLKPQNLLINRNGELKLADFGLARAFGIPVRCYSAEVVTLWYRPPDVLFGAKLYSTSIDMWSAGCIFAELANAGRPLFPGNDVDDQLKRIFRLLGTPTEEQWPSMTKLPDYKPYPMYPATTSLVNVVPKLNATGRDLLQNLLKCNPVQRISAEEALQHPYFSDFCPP
Target sequence (Q15078 whole entry, looked up): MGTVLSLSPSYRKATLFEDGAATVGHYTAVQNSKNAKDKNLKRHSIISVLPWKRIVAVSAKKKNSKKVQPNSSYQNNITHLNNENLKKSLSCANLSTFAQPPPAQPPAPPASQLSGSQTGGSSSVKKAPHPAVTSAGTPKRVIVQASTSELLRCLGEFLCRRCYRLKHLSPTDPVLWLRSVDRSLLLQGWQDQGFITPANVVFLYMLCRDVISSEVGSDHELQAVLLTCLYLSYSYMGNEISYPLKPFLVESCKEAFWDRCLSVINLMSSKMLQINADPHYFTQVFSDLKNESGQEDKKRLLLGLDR
LANA DNA inh – KSHV C-LANA DNA binding inhibition; MBP-C-LANA/FAM-LBS DNA binding, fluorescence polarization; inhibition, % at 9 µM; 340,000 compounds, 0.078% hits; AID 504423;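 active means highest replicate inhibition at or above 60% at 9 µM, even if other replicates fall short; inactive means all replicates below 60% inhibition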;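 further: 0% = neutral control wells and 100% = 4 µM acridine orange control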
RTF Ca sens act – cardiac RTF calcium sensitization; P19429+P45379; IANBD-labeled TnC RTF fluorescence at EC20 calcium; 0% EC20 calcium, 100% full calcium; activation, % at 7.2 µM; 340,000 compounds, 0.24% hits; AID 493008;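 active means activation above the mean over all tested compounds plus 3 SD, cut at about 30% in these data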;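 further: rise in fluorescence read as greater calcium sensitivity of cardiac thin filaments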
SUMO Mot1 rescue – SUMOylation pathway inhibition by Mot1-301 growth rescue. S. cerevisiae Mot1-301 growth rescue, ATP luminescence, 38.5C; percent above DMSO median, 100 means doubled. growth rescue, % at 18.8 µM. 320,000 compounds, 1% hits. AID 2716;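 active means every valid replicate shows activation above 250% relative to neutral control wells; inactive means the rest, any valid replicate at or below 250%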;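 further: OY570 slx delta 5 strain wells were the positive control but not used for scaling; some compounds called inactive have numbers as strong as hits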
Cardiac RTF inh – cardiac RTF calcium desensitization; P19429+P45379; IANBD-labeled cardiac RTF, Ca2+ fluorescence; inhibition, % at 7.15 µM; 340,000 compounds, 0.12% hits; AID 493244;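 active means inhibition above the mean inhibition of all tested compounds plus 3 SD, cut at about 17% in these data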;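 further: assay run at fixed EC70 calcium of 1.6 mM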
Rtt109 HAT inh – blocks Candida albicans Rtt109/Vps75 acetyltransferase activity. purified Rtt109/Vps75, ThioGlo CoA-SH fluorescence, 4 h. inhibition, % at 34.9 µM. 330,000 compounds, 0.16% hits;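 active means inhibition of at least 50% in every replicate; inconclusive means best replicate reaches 50% inhibition but some replicates fall short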
Target sequence (Q5AAJ8 whole entry, looked up): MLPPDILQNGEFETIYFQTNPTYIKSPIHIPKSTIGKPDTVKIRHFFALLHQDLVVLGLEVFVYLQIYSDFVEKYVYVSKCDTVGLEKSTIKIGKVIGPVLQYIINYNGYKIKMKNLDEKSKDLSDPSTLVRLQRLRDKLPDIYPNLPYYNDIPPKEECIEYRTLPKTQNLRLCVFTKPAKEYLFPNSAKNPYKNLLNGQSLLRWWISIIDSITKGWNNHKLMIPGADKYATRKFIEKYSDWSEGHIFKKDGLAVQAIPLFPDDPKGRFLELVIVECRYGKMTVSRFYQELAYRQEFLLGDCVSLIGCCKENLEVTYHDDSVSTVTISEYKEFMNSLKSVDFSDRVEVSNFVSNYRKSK
dFosB activator – mouse delta FosB homodimer activation; P13346; purified delta FosB, TAMRA-CDK5 oligo fluorescence polarization; percent of positive-control signal above neutral wells; activation, % at 25 µM; 340,000 compounds, 0.99% hits;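 active means mean activation above about 17%, with every replicate also reaching it, limit read from the data, passing the limit was not always enough; inconclusive means only one of the two conditions met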;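 further: fluorescence polarization rise as delta FosB binds a TAMRA Cdk5 AP-1 oligo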
An asterisk follows results filed as active; ? = inconclusive; nt = no result given. An unsorted share of the library; about 3.2% have a hit in one of these screens.

SMILES	NSD2 HMT inh	PvdQ inh	PfHsp90 set2	Keap1 Nrf2 FP	CDK5 inh	LANA DNA inh	RTF Ca sens act	SUMO Mot1 rescue	Cardiac RTF inh	Rtt109 HAT inh	dFosB activator
CCCCCCCC(=O)N/N=C/c1ccc(Br)cc1	-2	-6	-19	4	0.6	0.3	-1	81	-8	-1	2
COc1ccc(C(=O)N=C2CCC(C#N)=C3c4cc(OC)c(OC)cc4CCN23)cc1	-4	6	18	2	nt	-0.1	2	-12	-6	-3	5
NC(=NCCc1ccc(Cl)cc1)NS(=O)(=O)c1ccc(F)cc1	-5	-8	-3	5	-1.6	0.4	1	46	-5	-8	-7
O=C(NCc1cccnc1)C(=O)Nc1ccc2c(c1)OCO2	1	-15	3	-3	-1.8	0.4	-4	14	1	1	-4
O=C(COC(=O)CNC(=O)c1ccc(Cl)cc1Cl)NCc1ccco1	-6	-11	-15	-1	1.1	-2.1	8	0	-20	-8	0
CCC12CCC3c4ccc(O)cc4CCC3C1CC(O)C2O (configuration not stated)	-2	-7	16	2	0.9	-1.0	-2	nt	5	7	0
COc1ccc(-c2nc(CS(=O)(=O)CC(=O)NCCc3cc(OC)ccc3OC)c(C)o2)cc1	0	10	-3	0	0.3	-0.3	-1	-4	1	3	-6
COc1ccc(C(=O)Oc2cc(C)[nH]c(=O)c2[N+](=O)[O-])cc1	nt	-6	-13	-1	0.2	1.2	-6	-4	-3	-2	1
N#CC(C#N)=C1C=CC=CN1/C(=C\c1ccco1)C(=O)c1ccccc1	10	-11	30	-3	0.2	2.0	6	17	-10	4	-9
COC(=O)N=Nc1c(O)[nH]c2ccc(Br)cc12	nt	7	1	1	-0.1	2.6	-2	0	-2	-6	6
Cc1cc(C)nc(SCc2ccc(C(=O)NNC(=O)Nc3cccc(Cl)c3)cc2)n1	-3	3	-8	-5	-0.8	-0.1	-1	-7	-2	-2	?
O=C1Nc2ccccc2N(O)N1c1ccc(Cl)cc1	-1	-9	35	-2	-0.6	-0.4	-2	-9	-2	-14	2
CS(=O)(=O)c1ccc2nc(NC(=O)Oc3ccccc3)sc2c1	20	-4	-17	1	2.2	0.6	-1	183	-12	5	0
COc1cccc(NC(=O)Cn2c3ccc(F)cc3c3nc4n(c(=O)c32)CCS4)c1	-7	-10	-16	-4	nt	-0.5	1	-7	4	1	20*
COc1ccc2c(c1)CC/C2=N\OC(=O)c1ccccc1C	5	9	15	0	1.5	-0.1	3	127	-2	-2	-14
Cc1noc(C)c1CSCC(=O)Nc1ccc(S(C)(=O)=O)cc1	-4	4	5	-2	-1.4	-1.4	-4	100	-4	6	5
N#Cc1cccc(CN2C=NS(=O)(=O)c3ccccc32)c1	0	-12	18	-4	-1.9	-0.2	2	5	-9	0	0
COc1cc(CN2CCCC(CO)(Cc3ccccc3C)C2)cc2c1OCO2 (configuration not stated)	1	-3	15	0	-1.9	-1.8	0	13	2	0	-3
c1ccc2c(-c3nc(C4CCCCC4)no3)cc(-c3ccncc3)nc2c1	nt	1	-9	4	0.5	2.5	2	-7	-9	1	-4
CCOC(=O)C1=C(C)NC(=O)NC1C(C)C (configuration not stated)	nt	-15	-4	-7	0.1	0.5	0	-8	-11	0	-1
CCOc1ccc(S(=O)(=O)N2CCOCC2)cc1NC(=O)C1CCC1	2	-13	-15	-3	-0.8	-1.5	3	-18	-1	4	-8
Cc1nc(N(C)C)c2sc(=S)n(C)c2n1	nt	-4	-9	0	0.4	36	-3	43	-5	3	-8
COc1ccc(NC(=O)C2CCCN(S(C)(=O)=O)C2)cc1 (configuration not stated)	-2	-6	10	-2	-0.3	0.4	2	200	6	5	7
Cn1cc(S(=O)(=O)N2CCCC2)cc1C(=O)N1CCN(c2ccccc2)CC1	nt	-5	0	0	1.4	0.1	-1	-16	-1	-3	-1
C=CCn1c(SCC(=O)N2c3ccccc3Sc3ccccc32)nnc1-c1ccco1	2	2	-17	-4	0.3	-2.0	-6	16	-2	16	-13
COc1ccc(/C=N/NC(=O)c2cccc(C(F)(F)F)c2)cc1	0	-17	-16	-5	-1.8	-0.3	2	-5	-7	-5	4
Cc1ccc(OCCC(=O)N(Cc2ccccc2)c2c(N)n(Cc3ccccc3)c(=O)[nH]c2=O)cc1	-6	-15	7	-3	-2.1	-1.4	-1	8	-7	1	-4
COC(=O)C1OCOC2C(C(=O)OC)OCOC12 (configuration not stated)	-1	8	30	0	-0.4	-3.7	4	nt	-4	-13	2
Cn1c(/C(C#N)=C/Nc2ccccn2)nc2ccccc21	0	-3	2	4	0.4	4.2	1	59	-4	-19	1
COc1ccc(CNC(=O)c2cc(-c3ccccc3OC)on2)cc1	-3	-4	-14	-6	-0.3	-1.1	0	6	0	2	-1
Cc1ccc(-c2nc(C#N)c(N3CCC(C)CC3)o2)cc1	3	3	3	0	-0.6	-0.5	6	8	1	12	-2
CCCCc1nc2ccc(S(=O)(=O)O)cc2[nH]1	0	5	-14	1	-2.6	0.5	-5	-1	2	nt	3
CCC(C)Nc1nc(N)c([N+](=O)[O-])c(NCc2ccccc2)n1 (configuration not stated)	1	3	-54	3	3.0	-2.8	-4	29	-6	11	-10
COc1ccc2cc(C(c3nnnn3C3CCCC3)N3CCOCC3)c3nnnn3c2c1 (configuration not stated)	-2	-3	-17	-8	0.4	1.7	3	-25	-4	2	-15
CCCCCOc1ccccc1C(=O)NCCCCCC(=O)O	4	-1	3	5	0.0	-1.0	-1	5	10	8	0
Cc1ccc(NS(=O)(=O)c2ccc(C)c(NC(=S)NCCN3CCOCC3)c2)c(C)c1	-1	-11	0	-2	-1.3	1.1	-2	-7	-4	6	-11
CCOc1cc(CNCCO)ccc1OCC(=O)NC(C)(C)C	-3	-12	9	-6	-0.6	1.9	nt	7	nt	-29	-1
CCCCn1c(N)c(N(CC(C)C)C(=O)CSCc2cccc(C)c2)c(=O)[nH]c1=O	2	-1	nt	1	0.8	-0.9	0	8	-4	9	-10
Cc1ccc(N2C(=O)[C@@H]3[C@H](C2=O)[C@H]2C=CC=NN2[C@@H]3C(=O)Nc2ccc(Cl)cc2)cc1	-16	7	9	-5	0.4	-1.2	-6	45	-1	12	-4
CCCc1nc(SCC(=O)Nc2nnc(CC)s2)c2c(C)c(C)sc2n1	-1	13	14	-1	-0.3	0.2	-1	293	1	9	6
COC(=O)c1sc(NC(=O)C(C)c2ccccc2)nc1C (configuration not stated)	-1	-2	7	6	1.0	-0.4	0	-4	-2	-2	0
COc1cc(OC)c(C#N)c(S(=O)Cc2ccccc2)c1 (configuration not stated)	0	-8	-7	-2	0.3	-1.0	8	6	-12	0	1
c1nc2sc3c(c2c2nnnn12)CCC3	0	1	1	4	1.7	0.7	3	5	-8	-4	-7
C#CCOCCOCCOCCNc1nc(N2CCN(C(=O)C(Cc3cc4ccccc4[nH]3)n3cc(C(N)C(C)CC)nn3)CC2)nc(N2CCN(C(=O)C(Cc3cc4ccccc4[nH]3)n3cc(C(N)C(C)CC)nn3)CC2)n1 (configuration not stated)	nt	-1	20	-9	0.8	1.3	1	-16	2	9	?
O=C(C1CCCN(Cc2cccnc2)C1)N1CCCCC1 (configuration not stated)	-1	-15	-12	3	-0.2	0.1	-2	-6	-15	-2	-2
Cc1nnc(NC(=O)CCC(=O)NC2CCCCCCC2)s1	0	-16	1	-1	3.2	-1.2	7	100	2	-22	7
CN(C(=O)Cn1nc(C(=O)O)c2ccccc2c1=O)C1(C#N)CCCCC1	0	-1	9	2	-0.3	-1.8	-3	-19	-1	5	9
COCCN(C(=O)CNC(=O)c1ccco1)C(C(=O)NC1CCCC1)c1ccccc1F (configuration not stated)	0	-15	-6	-3	1.5	-1.5	-2	-4	-13	3	0
CC1CCCC(C)N1/N=C/C=C/c1ccccc1[N+](=O)[O-] (configuration not stated)	36	1	-4	-1	-0.7	3.1	2	-10	0	12	-1
Fc1cc(F)c2nc(N3CCCCC3)sc2c1	1	4	-17	-1	-0.6	-0.6	1	-8	-3	-9	-1

Carrying on.
SMILES	NSD2 HMT inh	PvdQ inh	PfHsp90 set2	Keap1 Nrf2 FP	CDK5 inh	LANA DNA inh	RTF Ca sens act	SUMO Mot1 rescue	Cardiac RTF inh	Rtt109 HAT inh	dFosB activator
C/C(=N\O)c1noc(C)c1C(=O)Nc1nccs1	-2	-5	-7	-8	1.5	0.1	-4	12	0	-9	-16
COC(=O)c1sc2cc(C(F)(F)F)cnc2c1-c1ccccc1	-2	-14	-6	-1	0.8	0.8	-1	13	2	-1	2
COc1ccc(CN2CN(S(=O)(=O)c3cccs3)c3nc4ccccc4nc32)cc1	-1	6	9	-4	0.9	0.8	-1	-3	-4	31	58*
CCOC(=O)c1sc(NC(=O)C2C3C=CC(C3)C2C(=O)O)nc1C (configuration not stated)	1	-10	6	2	0.8	1.0	0	7	-7	-9	-2
Cc1ccc(Cn2c(=N)n(CC(O)c3ccco3)c3ccccc32)cc1 (configuration not stated)	8	-3	-12	-3	0.7	1.6	2	-3	-11	10	1
Cc1cc(S(=O)(=O)N2CCN(c3ccccc3O)CC2)c(C)s1	nt	-1	5	-2	1.2	-0.9	2	15	2	0	-7
CNC(=O)c1c(Br)cnn1-c1ccc(C)cc1	3	-11	-14	-4	1.1	3.7	3	10	-12	4	-1
Cc1ccc(-n2nc(C)c(/C=N/NC(=O)c3cccs3)c2Cl)cc1	-3	-6	-14	-1	-0.5	0.5	-1	nt	-2	4	-7
CCn1c(SCC(=O)OC)nc2sc3c(c2c1=O)CCC3	13	6	-11	0	-0.1	0.2	3	-1	1	5	-4
Cc1cc(=O)[nH]c(SCC(=O)NCc2ccco2)n1	-4	-4	8	-6	-1.4	13	5	-2	6	-28	-2
N#Cc1cccc(NC(=O)COC(=O)c2ccccc2C(=O)c2ccc(Cl)c([N+](=O)[O-])c2)c1	nt	0	-61	7	-0.9	-2.2	-1	-21	-4	4	-9
CCOc1ccc(C(CC(=O)O)NC(=O)COc2ccccc2)cc1 (configuration not stated)	0	-2	15	0	0.6	0.5	2	-10	-3	-3	6
COc1cccc(C(=O)NC(C)c2ccc(-c3ccccc3)cc2)c1OC (configuration not stated)	3	-10	-60	-5	-5.7	0.6	-3	229	-2	3	-13
COc1ccc(-c2cn(CCO)c(-c3ccncc3)n2)cc1	nt	-8	-9	0	1.4	-0.1	4	265	-7	-11	-2
Cn1c(COc2ccccc2)nnc1SCCN1CCOCC1	-3	-2	47	-5	-3.9	1.3	-1	65	-11	0	-4
O=C(CSc1nc(C2CCCCC2)nc2ccccc12)N1CCCC1	-5	-8	-2	2	1.2	-1.9	0	4	-7	9	-4
